# Screens from PubChem BioAssay.
# NPY2 pot ag = NPY-Y2 potentiators or agonists, primary screen, cell-based | Neuropeptide Y receptor type 2 (Homo sapiens), P49146 | cells expressing NPY-Y2, potentiator/agonist read-out | activation, % at 3.6 µM | 220,000 tested, 0.45% active | AID 1359, 2008; in the data active = activation above about 27%;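 also: cells stimulated with NPY near EC25 plus isoproterenol at EC100; 0% = vehicle plus submaximal agonist and 100% = vehicle plus saturating agonist; some results beyond the cut were filed as inactive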
# PGE2 EP2 inh = human EP2 receptor antagonists, primary screen, TR-FRET cAMP, C6 glioma cells; Prostaglandin E2 receptor EP2 subtype (Homo sapiens), P43116; C6 glioma cells expressing human EP2; cells stimulated with saturating PGE2; inhibition, % at 25 µM; 260,000 tested, 0.52% active;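 active = percent inhibition above 40 after rounding to a whole number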;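 also: rat C6 glioma host cells with rolipram phosphodiesterase inhibitor present; the protocol text gives 20 µM as final concentration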
# NPY-Y1 PAM-ag = NPY-Y1 receptor potentiators or agonists, primary screen, cell-based | Neuropeptide Y receptor type 1 (Homo sapiens), P25929 | NPY-Y1 expressing cells, potentiator/agonist activation | activation, % at 3.6 µM | 220,000 tested, 0.37% active; in the data active = activation above about 33%, passing the limit was not always enough;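 also: cells stimulated with NPY at EC10 then isoproterenol at EC100; 0% = low agonist plus stimulus and 100% = saturating agonist plus stimulus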
# eIF4E-4G inh = eIF4E–eIF4G protein interaction inhibitors, primary screen, biochemical, uHTS, TR-FRET, eIF4GI fragment | inhibition, % at 21.7 µM | 220,000 tested, 0.37% active | Eukaryotic translation initiation factor 4E (Mus musculus) + Eukaryotic translation … | TR-FRET eIF4E-eIF4GI(517-606) binding, 2 h;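 active = inhibition above about 30%, limit read from the data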;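 also: 0% = full FRET control wells and 100% = background wells lacking eIF4GI fragment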
# Target sequence (P63073 whole entry, looked up, the tested form may be a part): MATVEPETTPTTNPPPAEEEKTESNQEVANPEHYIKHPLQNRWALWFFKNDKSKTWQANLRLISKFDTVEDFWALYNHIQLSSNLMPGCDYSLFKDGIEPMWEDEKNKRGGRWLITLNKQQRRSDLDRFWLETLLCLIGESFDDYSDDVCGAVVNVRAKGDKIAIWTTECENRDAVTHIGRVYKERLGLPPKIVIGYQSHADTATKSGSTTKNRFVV
# Target sequence (Q04637 whole entry, looked up, the tested form may be a part): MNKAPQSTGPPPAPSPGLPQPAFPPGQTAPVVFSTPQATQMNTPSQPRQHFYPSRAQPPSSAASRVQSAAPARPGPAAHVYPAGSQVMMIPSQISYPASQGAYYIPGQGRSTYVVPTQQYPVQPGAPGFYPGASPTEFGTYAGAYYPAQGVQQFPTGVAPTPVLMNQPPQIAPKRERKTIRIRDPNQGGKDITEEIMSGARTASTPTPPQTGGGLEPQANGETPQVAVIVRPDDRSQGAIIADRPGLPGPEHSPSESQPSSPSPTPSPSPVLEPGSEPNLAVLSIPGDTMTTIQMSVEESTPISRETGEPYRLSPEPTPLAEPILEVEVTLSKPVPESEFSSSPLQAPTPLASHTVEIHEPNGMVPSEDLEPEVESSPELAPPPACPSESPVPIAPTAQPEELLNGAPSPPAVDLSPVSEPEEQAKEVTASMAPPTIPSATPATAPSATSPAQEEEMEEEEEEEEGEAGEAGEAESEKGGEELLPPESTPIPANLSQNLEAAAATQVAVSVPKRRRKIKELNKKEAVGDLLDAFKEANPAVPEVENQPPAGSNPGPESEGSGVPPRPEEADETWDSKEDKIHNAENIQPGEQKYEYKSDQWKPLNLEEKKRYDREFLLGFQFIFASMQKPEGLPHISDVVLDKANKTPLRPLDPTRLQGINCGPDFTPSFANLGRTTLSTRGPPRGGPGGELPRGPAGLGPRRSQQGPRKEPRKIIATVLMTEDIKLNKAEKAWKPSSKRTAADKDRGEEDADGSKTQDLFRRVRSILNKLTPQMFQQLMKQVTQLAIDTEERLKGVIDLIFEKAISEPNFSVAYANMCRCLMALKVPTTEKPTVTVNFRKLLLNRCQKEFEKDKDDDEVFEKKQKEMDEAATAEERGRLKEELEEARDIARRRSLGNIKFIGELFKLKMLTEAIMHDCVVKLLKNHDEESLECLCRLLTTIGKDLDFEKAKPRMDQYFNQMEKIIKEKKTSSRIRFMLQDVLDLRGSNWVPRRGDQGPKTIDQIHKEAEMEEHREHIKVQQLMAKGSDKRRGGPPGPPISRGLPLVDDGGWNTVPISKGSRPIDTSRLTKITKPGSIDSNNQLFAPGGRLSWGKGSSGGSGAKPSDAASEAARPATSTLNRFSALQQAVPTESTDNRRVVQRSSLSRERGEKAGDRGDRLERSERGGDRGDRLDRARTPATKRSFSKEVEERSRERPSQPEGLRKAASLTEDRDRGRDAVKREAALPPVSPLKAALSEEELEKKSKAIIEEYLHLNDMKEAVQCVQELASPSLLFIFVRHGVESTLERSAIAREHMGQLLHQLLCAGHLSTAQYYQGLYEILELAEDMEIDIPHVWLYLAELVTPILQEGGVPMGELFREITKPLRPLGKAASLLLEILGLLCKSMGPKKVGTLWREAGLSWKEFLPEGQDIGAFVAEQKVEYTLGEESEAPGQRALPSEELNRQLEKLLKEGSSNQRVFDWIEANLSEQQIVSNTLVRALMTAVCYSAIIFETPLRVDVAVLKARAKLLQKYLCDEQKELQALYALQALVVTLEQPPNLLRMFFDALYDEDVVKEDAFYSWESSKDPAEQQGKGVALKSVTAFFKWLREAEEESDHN
# NPY-Y1 antag = NPY-Y1 receptor antagonists, primary screen, cell-based. Neuropeptide Y receptor type 1 (Homo sapiens), P25929. HEK293-CNG Y1 cells, membrane potential fluorescence; NPY at EC95, then isoproterenol. inhibition, % at 3.6 µM. 200,000 tested, 1% active. AID 1040, 2008;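 active = inhibition above the campaign mean inhibition of all tested compounds plus 3 SD, cut at about 20% in these data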;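 also: 0% = DMSO wells given NPY plus isoproterenol and 100% = isoproterenol alone without NPY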
#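 material = HEK293 cells with Y1 receptor plus CNG channel | also added = NPY 25 nM then isoproterenol 1 µM plus Ro 20-1724 25 µM | schedule = dye 3 h, compound 60 min room temperature, stimulation 45 min | measured by = membrane potential fluorescence | benchmarks = high control isoproterenol alone, low control NPY with isoproterenol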
# EP2 mod = EP2 receptor modulators, cAMP readout, primary screen, cell-based, HTRF cAMP, PGE2 stimulation; EP2-expressing cells, cAMP HTRF FRET, PGE2 co-stimulation; induction, % at 25 µM; 260,000 tested, 0.83% active;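 active = compounds whose cAMP rise, as percent of the full-agonist control response, exceeds 60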;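 also: rat C6 glioma line stably carrying human EP2 under a CMV promoter; the protocol text gives 20 µM as final concentration; 100% = response of wells given 1 µM PGE2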
# S1P4 antag = S1P4 receptor antagonists, primary screen, cell-based; S1P4-expressing cells, antagonist mode, reporter read-out; Sphingosine 1-phosphate receptor 4 (Homo sapiens), O95977; 220,000 tested, 0.26% active; inhibition, % at 4.98 µM; in the data active = inhibition above about 29%;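 also: 0% = wells stimulated with agonist and 100% = vehicle wells without agonist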
# p97 ATPase inh = inhibitors of human p97 ATPase, primary screen, biochemical. inhibition, % at 8 µM. Transitional endoplasmic reticulum ATPase (Homo sapiens), P55072. recombinant p97 ATPase, Kinase-Glo ATP luminescence, 3 h. AID 1481, 2009. 220,000 tested, 0.42% active; in the data active = inhibition above about 15%;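 also: 0% = DMSO vehicle and 100% = wells lacking enzyme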
# S1P4 agonist = S1P4 receptor agonists, primary screen, cell-based; activation, % at 4.98 µM; S1P4-expressing cell line, agonist reporter assay; 220,000 tested, 0.35% active; Sphingosine 1-phosphate receptor 4 (Homo sapiens), O95977; in the data active = activation above about 11%;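 also: 0% = DMSO vehicle and 100% = reference agonist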
# Active calls of the source: *; · = not tested or not shown; [ ] = dose if it differs, or a comment.
SMILES,NPY2 pot ag,PGE2 EP2 inh,NPY-Y1 PAM-ag,eIF4E-4G inh,NPY-Y1 antag,EP2 mod,S1P4 antag,p97 ATPase inh,S1P4 agonist
Cc1cc(C)nc(N/C(=N\S(=O)(=O)Cc2ccccc2)Nc2ccc(F)c(Cl)c2)n1,-8,17,-18,1[fluorescence artefact?],9,34,-18,-1,1.1
CCCNC(=O)CN(C)C(=O)c1n[nH]c2ccccc12,10,9,10,-4[fluorescence artefact?],4,-7,-12,2,-0.2
O=C(NC(=S)Nc1cc([N+](=O)[O-])ccc1O)c1cccnc1,-2,7,11,-1,-1,13,-7,4,-1.1
CCCn1nc(C(=O)NCc2ccc3c(c2)OCO3)c2ccccc2c1=O,-9,4,-22,-5,9,5,-20,-8,-0.4
C=CCNc1nc(NCc2ccco2)nc(OCC)n1,-1,9,2,-9,-3,35,17,4,-0.2
CCN(CC)c1ccc2cc(C(C)=O)c(=O)oc2c1,12,10,7,0,2,10,7,-2,4.7
CN1CCN(C(=S)c2cn(Cc3ccc(Br)cc3)c3ccccc23)CC1,-19,6,-14,-3,11,15,1,-7,-0.5
CC1(CCc2ccccc2)NC(=O)N(Cc2nnc(-c3ccccc3Br)o2)C1=O (stereo unspecified),1,15,3,6[fluorescence artefact?],-1,-3,-10,3,0.7
COCCOC(=O)C1=C(C)N=C2SCCC(=O)N2C1c1cccc(Br)c1 (stereo unspecified),6,6,12,-6,2,10,-9,-2,0.5
COCC(C)n1c(C)cc(C(=O)COC(=O)c2ccc3c(c2)NC(=O)CS3)c1C (stereo unspecified),-12,6,-22,1[fluorescence artefact?],11,-37,-10,6,0.8
O=C(c1cc2cc([N+](=O)[O-])ccc2oc1=O)n1cccn1,6,5,-13,2,-2,13,-2,7,-0.1
O=C(N/N=C/c1cccc(O)c1)c1ccc(NC(=O)c2cccc([N+](=O)[O-])c2)cc1,1,10,6,-1,2,-69,-15,6,1.2
Cc1ccc(C(O)CN2C3=NCCN3c3ccccc32)cc1 (stereo unspecified),-22,14,5,-13,14,-20,-12,-1,1.7
Cc1nc(SCC(=O)NCC(F)(F)F)c2c(-c3cccs3)csc2n1,8,5,-2,5,-1,15,-19,6,4.4
CC(=O)C1C(c2ccc(Cl)cc2)c2c(noc2C)CC1(C)O (stereo unspecified),-11,14,4,-2,·,-15,9,-3,2.9
O=C(N/N=C/c1ccco1)c1ccc(Br)o1,-5,16,6,-2,3,-6,-6,1,-0.6
CCOC(=O)N1CCN(C(=O)C2CCN(Cc3nc(-c4ccccc4C)oc3C)CC2)CC1,0,·,-9,1,4,15,-7,-3,0.1
COc1cc(/C=N\NC(=O)c2nonc2N)c(OC)cc1Br,10,12,-4,3,-3,1,-1,2,1.2
N#C/C(=C\c1ccccc1O)C(=O)Nc1cccnc1,1,8,25,-3,·,-38,-4,-5,0.7
CCN(CC)CCCNC(=S)N(Cc1cccs1)Cc1cc2cc3c(cc2[nH]c1=O)OCCO3,-20,8,-10,1,6,-31,-4,7,1.0

# The final two records of the part before are carried over, then new ones follow:
SMILES,NPY2 pot ag,PGE2 EP2 inh,NPY-Y1 PAM-ag,eIF4E-4G inh,NPY-Y1 antag,EP2 mod,S1P4 antag,p97 ATPase inh,S1P4 agonist
N#C/C(=C\c1ccccc1O)C(=O)Nc1cccnc1,1,8,25,-3,·,-38,-4,-5,0.7
CCN(CC)CCCNC(=S)N(Cc1cccs1)Cc1cc2cc3c(cc2[nH]c1=O)OCCO3,-20,8,-10,1,6,-31,-4,7,1.0
CCN1CCN(C(CNS(=O)(=O)c2cccs2)c2cccnc2)CC1 (stereo unspecified),-16,4,8,-1,·,7,7,10,-1.6
COc1ccc(-c2cc(C(F)F)n3ncc(C(=O)N4CCSCC4)c3n2)cc1,-7,18,-20,1,5,-50,-30,-3,0.4
CCCCn1c(SCc2nc(N)nc(N3CCCCC3)n2)nc2c1c(=O)n(C)c(=O)n2C,7,8,10,-5,-1,13,-21,2,-0.4
CC(=O)c1sc(NC(=O)C2=NN(c3ccccc3)C(=O)CC2)nc1C,3,8,5,-6,1,0,-14,-2,0.3
N#CNC(=Nc1cccc(F)c1)SCc1ccccc1,5,7,-8,3,9,-13,3,3,-0.1
O=C(CCC1CCCCC1)NNC(=O)c1cnccn1,-3,10,-26,6,0,-6,-10,9,-2.4
COC(=O)Nc1nc(C)c(C(=O)N(C)C)s1,4,-1,18,-8,-3,0,-10,4,2.1
COc1ccccc1CNC(=O)CN(C)S(=O)(=O)c1cccc2cccnc12,9,10,-10,96*,·,-36,-1,-4,0.4
Cc1c(Cl)c([N+](=O)[O-])nn1CC(=O)N1CCc2ccccc2C1,4,12,24,-5,0,3,-11,2,-1.5
Cc1ccc(SCCC(=O)N(C)C)cc1,11,6,-12,0,-4,-1,-5,3,-1.1
COc1cccc2cc(C(C)N(CCCN3CCOCC3)C(=S)Nc3cc(C)ccc3C)oc12 (stereo unspecified),-5,7,-29,-4,13,29,-4,-6,1.5
CC1(C)CC(=O)C=C(Nc2ccc(F)cc2F)C1,4,10,4,13,0,-4,-17,-2,2.1
COC(=O)CSc1nnc([C@H](Cc2ccccc2)NC(=O)OC(C)(C)C)o1,5,10,28,20,-3,13,-4,3,-1.2
S=C(Nc1ccc(Cl)cc1)c1sc(N2CCCCC2)nc1N1CCOCC1,8,3,-7,-42,-2,16,-8,-5,0.7
COc1ccc(OC(C)C(=O)Nc2ccc(F)cc2F)cc1 (stereo unspecified),-3,8,12,-1,0,-42,-10,4,3.1
NNc1nc2ccc(Cl)cc2s1,-5,9,2,2,2,-6,-12,-4,1.9
CCn1cc(S(=O)(=O)CC(=O)Nc2ccc3c(c2)OCCO3)c2ccccc21,8,9,8,-3,-1,-13,-8,5,0.3
Cc1cc(C)n2c(-c3ccccc3Cl)nnc2n1,-1,4,10,-7,2,13,18,2,-0.3
CC1C/C(=C/c2ccco2)C(=O)/C(=C/c2ccco2)C1 (stereo unspecified),5,10,5,15[fluorescence artefact?],4,50,-12,1,2.5
O=C(CSc1ccc(-c2cccc([N+](=O)[O-])c2)nn1)NCc1ccccc1,2,9,-12,0,6,-36,-7,2,-1.0
O=C(Nc1cccnc1)c1cc(F)cc(F)c1,-16,15,13,-5,6,4,-31,5,1.6
C/C(=N\NC(=O)c1cnccn1)c1ccc([N+](=O)[O-])cc1,0,11,10,4,·,2,-1,6,0.7
CC(C)n1nc(C(=O)OCn2nnc3ccccc3c2=O)c2ccccc2c1=O,-6,-1,-3,-6,7,-1,-5,0,0.6
C=CCNC(=S)NNC(=O)c1csc(C)c1C,11,12,15,-2,0,-1,-3,8,1.0
COc1ccccc1Nc1ccc(C(=O)O)cc1[N+](=O)[O-],-18,3,-19,-4,2,-29,3,-2,-3.5
O=C(CCN1C(=O)c2cccc3cccc(c23)C1=O)N1CCN(Cc2ccc3c(c2)OCO3)CC1,-9,6,-13,-6,-4,-48,-10,-7,-0.9
CCOC(=O)c1c(NC(=O)COC(=O)CCS(=O)(=O)c2ccc(C)cc2)sc(C)c1C,9,13,-9,1[fluorescence artefact?],8,21,-10,-1,-0.9
Nc1nnc(-c2ccc(Cl)cc2)o1,-6,6,2,-2,·,11,10,3,1.0
CC(C)C(=O)n1nc(-c2cccnc2)nc1NCc1cccs1,10,4,24,0,-3,38,10,4,-0.8
Cc1nc(NC2=NC(C(=O)Nc3ccc(Cl)cc3)CC(=O)N2)nc2ccccc12 (stereo unspecified),1,3,-2,-4,2,13,0,5,-0.3
O=C(Cn1cncn1)NCCCc1ccccc1,7,3,11,-3,7,7,-15,4,0.0
O=C(CCNS(=O)(=O)c1ccc(Cl)cc1)OCC(=O)c1ccc[nH]1,5,10,9,2,·,-30,-1,7,0.0
Cc1c(C(=O)N2CCOCC2)[nH]c2ccc(OCc3ccccc3)cc12,19,6,17,-8,-7,7,6,-3,-0.6
COc1ccccc1/C=C/C(=O)NCC(=O)N/N=C/c1cc(Br)ccc1OC,6,20,-17,-2,6,-16,-15,3,-0.1
CCn1c2ccccc2c2cc(C3C(C#N)=C(C)NC(C)=C3C#N)ccc21,0,7,16,·,-2,-12,-1,0,0.7
CCOC(=O)c1c(NC(=O)N/N=C/c2ccc(O)c(OC)c2)sc(C(C)=O)c1C,3,5,-3,-18,·,-10,-4,4,-0.9
CCOc1cc(/C=C/c2cc(C(F)(F)F)[nH]c(=O)n2)ccc1O,11,6,17,0,0,33,-6,6,0.8
Cc1ccc2c(c1)c1c(n2CC(O)Cn2c(C)nc3ccccc32)CCCC1 (stereo unspecified),15,12,-2,0,11,16,-19,0,0.3

# Filtered by structure, the entries above containing an aryl methoxy group.
SMILES,NPY2 pot ag,PGE2 EP2 inh,NPY-Y1 PAM-ag,eIF4E-4G inh,NPY-Y1 antag,EP2 mod,S1P4 antag,p97 ATPase inh,S1P4 agonist
COc1cc(/C=N\NC(=O)c2nonc2N)c(OC)cc1Br,10,12,-4,3,-3,1,-1,2,1.2
COc1ccc(-c2cc(C(F)F)n3ncc(C(=O)N4CCSCC4)c3n2)cc1,-7,18,-20,1,5,-50,-30,-3,0.4
COc1ccccc1CNC(=O)CN(C)S(=O)(=O)c1cccc2cccnc12,9,10,-10,96*,·,-36,-1,-4,0.4
COc1cccc2cc(C(C)N(CCCN3CCOCC3)C(=S)Nc3cc(C)ccc3C)oc12 (stereo unspecified),-5,7,-29,-4,13,29,-4,-6,1.5
COc1ccc(OC(C)C(=O)Nc2ccc(F)cc2F)cc1 (stereo unspecified),-3,8,12,-1,0,-42,-10,4,3.1
COc1ccccc1Nc1ccc(C(=O)O)cc1[N+](=O)[O-],-18,3,-19,-4,2,-29,3,-2,-3.5
COc1ccccc1/C=C/C(=O)NCC(=O)N/N=C/c1cc(Br)ccc1OC,6,20,-17,-2,6,-16,-15,3,-0.1
CCOC(=O)c1c(NC(=O)N/N=C/c2ccc(O)c(OC)c2)sc(C(C)=O)c1C,3,5,-3,-18,·,-10,-4,4,-0.9

# Only part of the results is shown. The share of hits here may be higher or lower than overall.
